From PubChem
TrxR1 substrate = qHTS Assay for Substrates of Mammalian Selenoprotein Thioredoxin Reductase 1 (TrxR1): qHTS | Thioredoxin reductase 1, cytoplasmic (Rattus norvegicus), O89049 | purified TrxR1 substrate turnover, NADPH consumption readout | Potency, µM (top dose mostly 114 µM), without a hit: at the top dose activity change, negative = substrate turnover | actives 0.01% (n = 390,000); further: potency means the concentration at half of the fitted maximal effect; on the % scale 0 is the no-effect control and ±100 the full control effect; nearly all actives have a fitted effect of over 50% in size
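Rat TrxR1, dispensed at 90 nM, was prereduced with 400 uM NADPH (final) for 5 min at ~22 deg C, then incubated with compound 15 min before 400 uM selenite. A first-read NADPH fluorescence drop versus no-compound background flagged substrates.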
TRHR agonist = qHTS for Small Molecule Agonists and Allosteric Enhancers of Human TRH Receptor: Primary Screen for Agonists. TRHR cells, calcium flux fluo-8, FDSS agonist mode. actives 0.18% (n = 360,000). Thyrotropin-releasing hormone receptor (Homo sapiens), P34981. activation, % at 2 µM. AID 493084, 2011; in the data active means activation above about 30%; further: 0% is about no effect
Target sequence (P34981 whole entry, looked up): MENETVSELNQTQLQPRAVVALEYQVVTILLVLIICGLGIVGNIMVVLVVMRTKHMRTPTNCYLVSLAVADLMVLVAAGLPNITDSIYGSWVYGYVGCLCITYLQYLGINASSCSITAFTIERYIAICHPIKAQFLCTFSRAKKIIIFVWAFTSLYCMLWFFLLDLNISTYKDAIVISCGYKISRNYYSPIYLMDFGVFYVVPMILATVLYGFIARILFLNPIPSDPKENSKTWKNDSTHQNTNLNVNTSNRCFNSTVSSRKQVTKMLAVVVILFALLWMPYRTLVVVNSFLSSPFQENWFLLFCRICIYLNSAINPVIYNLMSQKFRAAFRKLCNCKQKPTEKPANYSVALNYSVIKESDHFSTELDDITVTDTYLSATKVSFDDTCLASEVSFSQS
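Agonist-mode FDSS calcium read (Ex 480/Em 530, 1 s cycles) in 1536-well TRHR cells with fluo-8 dye, after 10-cycle baseline and 23 nL compound addition; TRH at EC20 (10 nM final) added afterwards for the enhancer phase.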
D2 agonist = HTS Assay for Allosteric Agonists of the Human D2 Dopamine Receptor: Primary Screen for Agonists; actives 0.53% (n = 340,000); HEK293 T-REx D2 cells, calcium flux agonist mode; D(2) dopamine receptor (Homo sapiens), P14416; AID 485358, 2010; activation, % at 2 µM;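 active means activation over 3 SD above normal in the single-dose calcium agonist read, cut at about 30% in these data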; further: 0% is about no effect
Target sequence (P14416 whole entry, looked up): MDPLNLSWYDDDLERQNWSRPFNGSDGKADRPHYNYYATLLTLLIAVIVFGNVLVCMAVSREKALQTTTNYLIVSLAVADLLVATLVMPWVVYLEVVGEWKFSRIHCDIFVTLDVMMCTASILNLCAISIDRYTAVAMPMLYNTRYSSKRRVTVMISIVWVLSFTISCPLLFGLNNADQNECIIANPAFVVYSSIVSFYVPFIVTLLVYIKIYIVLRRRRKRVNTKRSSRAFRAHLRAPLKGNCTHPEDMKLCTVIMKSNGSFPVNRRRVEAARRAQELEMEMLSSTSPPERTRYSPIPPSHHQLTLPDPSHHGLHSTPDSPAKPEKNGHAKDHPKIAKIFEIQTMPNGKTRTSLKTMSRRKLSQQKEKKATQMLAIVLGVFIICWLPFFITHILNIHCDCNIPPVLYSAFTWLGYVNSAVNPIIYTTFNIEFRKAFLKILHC
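Agonism scored from kinetic calcium signal (1 read/sec, 180 s) following compound pin transfer, after a 10 s baseline. Cells: HEK293 Trex line expressing inducible D2 receptor coupled to calcium, dye-loaded after overnight culture at 30 C.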
TRHR enhancer = qHTS for Small Molecule Agonists and Allosteric Enhancers of Human TRH Receptor: Primary Screen for Enhancers. Thyrotropin-releasing hormone receptor (Homo sapiens), P34981. TRHR cells, fluo-8 calcium fluorescence, EC20 TRH enhancement. enhancement, % at 2 µM. actives 0.66% (n = 360,000); in the data active means enhancement above about 30%; further: 0% is about no effect
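Enhancer read-out: after compound pinning and an initial kinetic agonist-mode read, an EC20 of TRH (10 nM final) was injected and fluo-8 calcium signal (Ex 480/Em 530) followed at 1 s/cycle for 100 cycles in TRHR-expressing cells.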
TrxR1 inh = qHTS Assay for Inhibitors of Mammalian Selenoprotein Thioredoxin Reductase 1 (TrxR1): qHTS | recombinant rTrxR1, NADPH fluorescence consumption, selenite substrate | Potency, µM (series often up to 114 µM), inactives show top-dose activity change, negative = inhibition, usual class: inhibitors | actives 1% (n = 390,000) | AID 588453, 2011; further: potency means the concentration at half of the fitted maximal effect; on the % scale 0 is the no-effect control and ±100 the full control effect; nearly all actives have a fitted effect of over 65% in size
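Rat TrxR1 (90 nM in the dispensed reagent) was pre-reduced with 400 uM NADPH for 5 min at room temperature, then incubated with compound for 15 min. After 400 uM selenite was added, NADPH fluorescence (Ex 340/Em 450 nm) was followed for 8 min.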
PI4K2A block = qHTS for small molecular inhibitors of PI4K2A; AID 1346378, 2018; activity change, negative = inhibition, % at 76.9 µM; purified PI4K2A, ADP-Glo luminescence, 1 h; hits give low values; actives 0.13% (n = 420,000); Phosphatidylinositol 4-kinase type 2-alpha (Homo sapiens), Q9BTU6; in the data active means activity change below about -50%; inconclusive means mostly about -30% to -49%;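 further: -100% = wells without enzyme as full effect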
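Compounds are screened against recombinant PI4K2A using PI as substrate and ATP, the latter dispensed at 300 microM. Reactions run one hour at ambient temperature before ADP-Glo detection; full inhibition defined by wells lacking enzyme.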
IDH1 R132H inh = qHTS for Inhibitors of mutant isocitrate dehydrogenase 1 (IDH1): qHTS; Potency, µM (series often up to 76.6 µM), without a hit: at the top dose activity change, negative = inhibition, most hits filed as inhibitors; IDH1-R132H enzyme, NADPH consumption, diaphorase/resazurin fluorescence; actives 0.093% (n = 390,000); further: potency means the concentration at half of the fitted maximal effect; on the % scale 0 is the no-effect control and ±100 the full control effect; nearly all actives have a fitted effect of over 65% in size
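IDH1-R132H (0.5 ug/mL) preincubated 30 min with compound, then NADPH (0.016 mM) and alpha-KG (2 mM) added; 80 min at RT, pH 7.5. Remaining NADPH coupled via diaphorase/resazurin to fluorescence (540/590 nm); concentration-response curves normalized to no-enzyme control.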
D2 antagonist = HTS Assay for Allosteric Antagonists of the Human D2 Dopamine Receptor: Primary Screen for Antagonists; actives 2% (n = 340,000); HEK293 TREx D2 cells, calcium flux, dopamine EC80; inhibition, % at 10 µM; D(2) dopamine receptor (Homo sapiens), P14416; in the data active means inhibition above about 30%; further: 0% is about no effect
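HEK293 T-REx D2 cells, tet-induced, calcium dye no-wash. Cpd pintool add, 180 s kinetic, then EC80 DA, 180 s kinetic. Ca flux read.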
USP1 inh = Inhibitors of USP1/UAF1: Primary Screen. actives 0.23% (n = 390,000). recombinant USP1/UAF1, Ub-Rhodamine cleavage fluorescence. Potency, µM (series often up to 57.1 µM), without a hit: at the highest dose activity change, negative = inhibition, hits mostly inhibitors. AID 743255, 2014. Ubiquitin carboxyl-terminal hydrolase 1 (Homo sapiens), O94782; further: potency means the concentration at half of the fitted maximal effect; on the % scale 0 is the no-effect control and ±100 the full control effect; nearly all actives have a fitted effect of over 60% in size; inactives centre near -12
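In this screen, compounds sit with the deubiquitinase complex (1nM) for 15 min at room temperature before Ub-Rho is added at 150nM final. Fluorescence rise is then followed for 6 reads every 60 seconds.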
An asterisk follows results filed as active; ? = inconclusive; nt = not tested or not shown; & = joins results of further samples; [ ] = remark or other dose. Unless noted, the call rests on the fitted dose curve; in most records, active means well fitted inhibition curve with a large enough effect; inconclusive means small, poorly fitted or top-dose-only effect; inactive means no such curve, though single readings can be large or run the other way. This is a random part of the collection (roughly 3.9% active in at least one column).

SMILES	TrxR1 substrate	TRHR agonist	D2 agonist	TRHR enhancer	TrxR1 inh	PI4K2A block	IDH1 R132H inh	D2 antagonist	USP1 inh
C/C(=N\NC(=O)CNC(=O)c1cccnc1)c1cccc(O)c1	0%	-0.9	1.0	12	16%	5	15%	5	-19%
Cc1ccc(Cl)cc1NC(=O)COC(=O)C12CC3CC(CC(C3)C1)C2	-4%[57.1 µM]	0.5&0.3	0.6&0.9	1&-1	3%[57.1 µM]	3&-4	-10%&5%	20&15	-23%&-24%
CC(=N)C1=C(O)CC(C)(C)CC1=O	7%[57.1 µM]	0.2	0.6	-1	15%[57.1 µM]	-1	1%	-6	2%
Cc1cc(C)c2c(=O)cc(C(=O)NCc3ccc(S(N)(=O)=O)cc3)oc2c1	3%	-0.5	-1.1	11	8%	-1	17%	nt	-4%
Cc1cc2c(C)nc(N/N=C/c3ccc([N+](=O)[O-])cc3)nc2o1	-14%	0.8	-0.3	10	-15%	-2	-2%	14	-7%
CCOC(=O)CN1C(=O)N[C@@H](c2cccc(C(F)(F)F)c2)C(C(C)=O)=C1C	-1%	nt	nt	nt	10%	-1	-10%	nt	-23%
COc1ccc(NC2=NC(=S)N(c3ccccc3C)C23CCCCC3)cc1	-3%	-1.3	0.6	-4	2%	2	2%	3	-23%
COc1ccc2c(c1)c1nnc(SC)nc1n2C	3%	-0.5	-1.1	-3	4%	-4	2%	0	-14%
N/C(=N\OC(=O)c1cc(Cl)ccc1Cl)c1cccnc1	2%	-0.4	nt	3	10%	0	-4%	nt	-22%
CCOC(=O)c1ccc2nc(NC(=O)c3cccs3)sc2c1	-16%[57.1 µM]	0.1	-0.5	7	24%[57.1 µM]	6	2%	2	-21%
O=[N+]([O-])c1ccc2c(c1Nc1ccccc1)=NC1(CCCCC1)N=2	3%	1.3	1.2	-5	3%	5	10%	-13	-2%
Cc1ccc(C(NC(=O)C(C)C)c2cc([N+](=O)[O-])c3cccnc3c2O)cc1 (centres undefined)	-8%[57.1 µM]	0.1	-0.4	3	12%[57.1 µM]	3	?	-15	?
Cc1c(C(=O)O)oc2c3c(ccc12)OCCO3	139%[activator]	-0.1	nt	-4	3%	-3	8%	nt	-14%
CC(=O)c1ccc(S(=O)(=O)NCc2ccc(C(=O)N(C)CC(=O)Nc3cccc(F)c3)cc2)cc1	-2%	0.2	-3.0	1	13%	-4	6%	3	-12%
COc1ccc(NS(=O)(=O)c2cc(N)ccc2N2CCCCC2)cc1	-8%	-2.7	0.4	-2	6%	-4	-11%	13	-15%

Part of the list above in order of molar mass, falling:
SMILES	TrxR1 substrate	TRHR agonist	D2 agonist	TRHR enhancer	TrxR1 inh	PI4K2A block	IDH1 R132H inh	D2 antagonist	USP1 inh
CC(=O)c1ccc(S(=O)(=O)NCc2ccc(C(=O)N(C)CC(=O)Nc3cccc(F)c3)cc2)cc1	-2%	0.2	-3.0	1	13%	-4	6%	3	-12%
COc1ccc(NC2=NC(=S)N(c3ccccc3C)C23CCCCC3)cc1	-3%	-1.3	0.6	-4	2%	2	2%	3	-23%
Cc1ccc(C(NC(=O)C(C)C)c2cc([N+](=O)[O-])c3cccnc3c2O)cc1 (centres undefined)	-8%[57.1 µM]	0.1	-0.4	3	12%[57.1 µM]	3	?	-15	?
COc1ccc(NS(=O)(=O)c2cc(N)ccc2N2CCCCC2)cc1	-8%	-2.7	0.4	-2	6%	-4	-11%	13	-15%
CCOC(=O)c1ccc2nc(NC(=O)c3cccs3)sc2c1	-16%[57.1 µM]	0.1	-0.5	7	24%[57.1 µM]	6	2%	2	-21%
O=[N+]([O-])c1ccc2c(c1Nc1ccccc1)=NC1(CCCCC1)N=2	3%	1.3	1.2	-5	3%	5	10%	-13	-2%
C/C(=N\NC(=O)CNC(=O)c1cccnc1)c1cccc(O)c1	0%	-0.9	1.0	12	16%	5	15%	5	-19%
COc1ccc2c(c1)c1nnc(SC)nc1n2C	3%	-0.5	-1.1	-3	4%	-4	2%	0	-14%
Cc1c(C(=O)O)oc2c3c(ccc12)OCCO3	139%[activator]	-0.1	nt	-4	3%	-3	8%	nt	-14%
CC(=N)C1=C(O)CC(C)(C)CC1=O	7%[57.1 µM]	0.2	0.6	-1	15%[57.1 µM]	-1	1%	-6	2%

Remaining list, next part.
SMILES	TrxR1 substrate	TRHR agonist	D2 agonist	TRHR enhancer	TrxR1 inh	PI4K2A block	IDH1 R132H inh	D2 antagonist	USP1 inh
Nc1ccc(C(=O)NC23CC4CC(CC(C4)C2)C3)cc1	18%[57.1 µM]	0.7	1.3	-7	35%[57.1 µM]	-7	0%	-1	-8%
Cc1ccc(Nc2c(O)nc[nH]c2=O)cc1C	4%	nt	nt	nt	8%	2	3%	nt	?
O=C(CSc1ccc2nnc(-c3cccnc3)n2n1)Nc1ccc(F)cc1	-9%	0.2	1.3	-4	-8%	0	-4%	-12	-7%
O=C1CSC(=S)N1/N=C/c1ccc(Cl)c([N+](=O)[O-])c1	nt	-2.4	-1.9	-3	nt	nt	nt	-4	nt
Oc1ccccc1C=NCCN=Cc1ccccc1O	-1%	0.6	1.5	3	16%	7	1%	-2	-20%
O=C(C1CCCO1)N1CCN(C(=S)Nc2ccccc2Cl)CC1 (centres undefined)	-9%	0.7	1.2	-4	-19%	-1	-9%	6	4%
Cc1noc(C)c1COc1cccc(C(=O)NCCc2c[nH]c3ccccc23)c1	5%[57.1 µM]	-1.7	-0.9	-1	24%[57.1 µM]	-4	3%	12	-22%
O=c1[nH]c2cc3c(cc2cc1CN(Cc1nnnn1CC1CCCO1)C1CCCC1)OCO3 (centres undefined)	19%	-0.5	0.5	-1	0%	2	1%	-13	4%
O=C1OCCN1C(=O)[C@H]1[C@H](c2ccc(F)cc2)C(c2ccccc2)=NN1c1ccc(Br)cc1	71%[activator]	nt	nt	nt	59%[activator]	-1	-10%	nt	?
O=C(O)CCc1ccc(-c2ccc(F)cc2)n1CC(=O)O	17%	1.0	0.9	3	?	1	1%	-16	-28%
O=C(NCc1ccccc1Cl)c1ccc2c(=O)n(CCCN3CCCC3=O)c(=S)[nH]c2c1	-8%	-0.3	1.1	14	-17%	-7	1%	-9	-8%
COc1ccc(C(=O)c2ccc(N3CCN(C(=O)c4ccc(F)cc4)CC3)c(F)c2)cc1Br	15%	-0.1	0.8	-3	7%	2	9%	6	-18%
CC(/C=C/c1ccco1)=N/NC(=O)Cc1cccs1	-13%	0.4	0.2	1	40µM*	-21	3%	3	-22%
O=C(Nc1nc(N2C(=O)c3ccccc3C2=O)n(-c2ccccc2)n1)c1ccc(F)cc1	-1%	0.3	1.3	2	-1%	-6	13%	-7	-6%
Cn1c(SCc2ccccn2)nnc1-c1ccccc1	6%	-1.2	-0.3	4	20%	1	7%	8	-25%
Cc1ccc(C(NC(=O)CN2C(=O)NC3(CCCC3)C2=O)c2ccccc2)cc1 (centres undefined)	1%	0.1	-1.2	-8	21%	2	-6%	1	-16%
Cc1ccc(CNC(=O)CSc2ccc(-c3cccs3)nn2)cc1	-4%	0.0	0.6	1	3%	4	-1%	18	-6%
CC(=O)c1c(C)nc2ccc([N+](=O)[O-])cc2c1-c1ccccc1	-3%	-1.0	0.0	9	6%[57.1 µM]	1	4%	12	-12%
CCOC(=O)Cn1cc(/C=C(\C#N)C(=O)N2CCOCC2)c2ccccc21	0%[57.1 µM]	-0.4	nt	0	-13%[57.1 µM]	4	1%	nt	-1%
CSC(=NS(=O)(=O)c1ccc(N)cc1)NS(=O)(=O)c1cccs1	-1%	nt	nt	nt	12%	-5	0%	nt	-23%
Cc1cccc(C(=O)NNC(=O)c2cc3cc4ccccc4nc3s2)c1	5%	0.3	-0.1	-3	6%[57.1 µM]	-9	-2%	1	-1%
O=C(c1ccccc1)N1CCN(CC#CC2(O)CCCCC2)CC1	6%	0.3	3.4	-2	-11%	-1	9%	1	-12%
C/C(=N/NS(=O)(=O)c1ccc(Cl)cc1)c1cccc(NC(=O)c2ccncc2)c1	-11%	-0.3	-0.2	0	-1%	1	-2%	10	-8%
Cc1nc(N2CCN(C)CC2)c2c3c(sc2n1)CCCC3	-4%	0.2	nt	2	9%	3	-2%	nt	-18%
C=C(NC(=O)C(=C)NC(=O)c1csc(C2=NC3c4csc(n4)C4NC(=O)c5csc(n5)C(C(C)(O)C(C)O)NC(=O)C5CSC(=N5)/C(=C/C)NC(=O)C(C(C)O)NC(=O)c5csc(n5)C3(CC2)NC(=O)C(C)NC(=O)C(=C)NC(=O)C(=C)NC(=O)C(C(C)C)NC2C=Cc3c(C(C)O)cc(nc3C2O)C(=O)OC4C)n1)C(N)=O (centres undefined)	7%[57.1 µM]	nt	nt	nt	11%[11.4 µM]	?	2%	nt	-7%
